HCV inhibitor: inhibitors of hepatitis C virus infection. Huh7.5.1 HCVcc-Cre infection, luciferase reporter, 44 h. Potency, µM (highest dose often 41.8 µM), without a hit: at the highest dose activity change, negative = inhibition, most hits filed as inhibitors. hit rate 3.4% among 340,000. AID 651820
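Infectious HCVcc-Cre (~0.5 moi) was added to cells just after compound, with cells seeded 4 h earlier at 1,000 per well. Luciferase activity after 44 h culture reported infection; substrate was incubated 15 min at room temperature before reading.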
Pf growth 96h: P. falciparum growth inhibition at 96 hour, primary screen for plastid delayed-death inhibitors. P. falciparum luciferase reporter growth, 96 h. Potency, µM (doses to about 28.7 µM), for inactives: top-dose activity change, negative = inhibition, usual class: inhibitors. hit rate 6.9% among 320,000
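Parasite growth measured via integrated firefly luciferase reporter in P. falciparum. Infected erythrocytes at 2% hematocrit, 0.05% parasitemia final were treated 96 hours at 37 C under 5% CO2, and luminescence was read.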
Pf growth 48h: P. falciparum growth inhibition at 48 hours (one generation); P. falciparum luciferase growth in erythrocytes, 48 h; Potency, µM (titrated, usually from 28.7 µM), for inactives: at the highest dose activity change, negative = inhibition, usual class: inhibitors; hit rate 5.9% among 310,000; AID 504832
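Read-out is firefly luciferase luminescence from an integrated reporter in P. falciparum, so falling signal marks reduced parasite growth. Infected erythrocytes were at 2% hematocrit and 0.1% parasitemia (final) in Albumax-supplemented RPMI 1640.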
LmPK inhibitor: LmPK (Leishmania mexicana) enzyme inhibition. purified LmPK, Kinase-Glo ATP luminescence, 1 h. hit rate 0.37% among 290,000. Potency, µM (titrated, usually from 57.5 µM), for inactives: at the top dose activity change, negative = inhibition, hits mostly inhibitors
Target sequence (Q27686 whole entry, looked up): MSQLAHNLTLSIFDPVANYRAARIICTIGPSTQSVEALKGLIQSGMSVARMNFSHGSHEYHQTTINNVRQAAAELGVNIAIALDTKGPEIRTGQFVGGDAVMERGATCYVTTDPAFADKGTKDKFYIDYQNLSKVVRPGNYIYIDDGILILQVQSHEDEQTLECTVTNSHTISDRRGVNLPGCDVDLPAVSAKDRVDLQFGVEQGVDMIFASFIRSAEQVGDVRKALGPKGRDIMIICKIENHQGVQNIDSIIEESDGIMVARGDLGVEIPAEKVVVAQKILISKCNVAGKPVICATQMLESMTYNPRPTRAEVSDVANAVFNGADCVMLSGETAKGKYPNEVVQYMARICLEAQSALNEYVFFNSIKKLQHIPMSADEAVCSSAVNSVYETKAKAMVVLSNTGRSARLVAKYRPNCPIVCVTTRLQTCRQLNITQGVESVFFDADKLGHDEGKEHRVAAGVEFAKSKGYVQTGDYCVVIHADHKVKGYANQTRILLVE
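ATP generated from ADP (0.1 mM) and PEP (0.5 mM) by 0.1 nM LmPK over 1 h at room temperature (pH 7.2 imidazole buffer) was detected by coupled luciferase luminescence. Values were normalized to uninhibited and no-enzyme wells.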
TbPYK inhibitor: blocks Trypanosoma brucei pyruvate kinase | AID 624173 | TbPYK enzyme, Kinase-Glo Plus ATP luminescence, 45 min | Q57TT1 | hit rate 0.12% among 410,000 | Potency, µM (titrated, usually from 76.8 µM), for the others: top-dose activity, negative = inhibition, usual class: inhibitors; further: nearly all actives have a fitted effect of over 50% in size
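TbPYK + substrate in 50 mM TEA pH 7.2, 100 mM KCl, 10 mM MgCl2, 0.05% BSA, 0.01% Tween-20; cpd pinned; ADP 130 uM final; 45 min RT; Kinase-Glo Plus 10 min; luminescence endpoint.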
Sm TGR inh: S. mansoni TGR enzyme inhibition; Q962Y6; purified TGR, DTNB reduction, TNB absorbance 405 nm; Potency, µM (doses to about 114 µM), without a hit: at the highest dose activity change, negative = inhibition, actives largely listed as inhibitors; hit rate 3% among 360,000; AID 485364; further: nearly all actives have a fitted effect of over 60% in size
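TGR 20 nM + NADPH 100 uM (dispensed conc.), cpd preinc 15 min RT; start with NADPH (500 uM addition) then DTNB (15 mM addition). Kinetic TNB absorbance, 405 nm filter. Four-parameter Hill fit across titration.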
* marks the source's active call; other numbers are inactive results; u = inconclusive; x = not tested or not shown; [ ] = dose if it differs, or a comment. The call rests on the fitted dose curve; in most records, active means well fitted curve in the direction sought with a large enough effect; inconclusive means small, poorly fitted or top-dose-only effect, or another doubt; inactive means no such curve, though single readings can be large; an effect the other way counts as inactive or inconclusive. On the % scale 0 is the no-effect control and ±100 the full control effect; potency means the concentration at half of the fitted maximal effect.

The first two records (preview)
SMILES	HCV inhibitor	Pf growth 96h	Pf growth 48h	LmPK inhibitor	TbPYK inhibitor	Sm TGR inh
Cc1ccccc1CS(=O)(=O)CC(O)CN1CCCC1=O (stereo unspecified)	7%	9%	-7%	0%	-10%	7%
CCc1cc2cc(C)cc(C)c2nc1SCC(=O)N1CCCC1	-7%	u	-12%	0%	-7%	-16%

The listing, from the start:
SMILES	HCV inhibitor	Pf growth 96h	Pf growth 48h	LmPK inhibitor	TbPYK inhibitor	Sm TGR inh
Cc1ccccc1CS(=O)(=O)CC(O)CN1CCCC1=O (stereo unspecified)	7%	9%	-7%	0%	-10%	7%
CCc1cc2cc(C)cc(C)c2nc1SCC(=O)N1CCCC1	-7%	u	-12%	0%	-7%	-16%
O=C(Nc1cccc([N+](=O)[O-])c1)C1C2CCCCC21 (stereo unspecified)	-29%	u	2%	1%	12%	-11%
CCCNC(=O)N1CCN(S(C)(=O)=O)CC1	10%	14%	-4%	3%	2%	x
CC(Oc1ccc2c(-c3ccccc3)cc(=O)oc2c1)C(=O)NCCN1CCOCC1 (stereo unspecified)	-24%	0%	-8%	1%	-3%	3%
O=C(CN(Cc1ccccc1Cl)C(=O)c1csnn1)NCc1ccc2c(c1)OCO2	-4%	1%	-20%	-10%	-15%	10%
COCCSc1nnc(NC(=O)c2ccc(NC(=O)C(C)C)cc2)s1	-7%	-2%	2%	7%	2%	5%
Cc1noc(C)c1C(=O)OCC(=O)NC(=O)NC12CC3CC(CC(C3)C1)C2	11%	97%[activator]	52%[activator]	-1%	-3%	u
O=S(=O)(c1cc(Br)c(Cl)s1)N1CCCC1	7%	u	u	1%	-1%	0%
Nc1c(S(=O)(=O)c2cccs2)c2nc3ccccc3nc2n1/N=C/c1cccc(O)c1	7.9µM*	x	u	5%	-14%	-22%
CCOC(=O)CCNC(=O)N1CCCC(Cc2ccccc2)(C(=O)OCC)C1 (stereo unspecified)	17%	-85%	-30%	-1%	-2%	-19%
CCc1cc(=O)oc2c3c(cc(OCC(=O)N[C@H](C(=O)O)[C@H](C)CC)c12)OC(C)(C)CC3	1%	u	u	2%	2%	0%
Cn1ncc(C#N)c1/N=C/N1CCCCC1	3%	8%	11%	-7%	7%	-1%
CC1CC(=O)N(CC(=O)Nc2ccc(F)cc2F)c2ccccc2S1(=O)=O (stereo unspecified)	8%	50%[activator]	1%	1%	-7%	-11%
CC(OC(=O)CCC(=O)c1cccs1)C(=O)Nc1ccc(Cl)cn1 (stereo unspecified)	31%[activator]	45%[activator]	20%	4%	-18%	-1%
COc1cc(/C=N\Nc2nc3ccccc3o2)cc(OC)c1OC	u	19%	42%[activator]	-10%	-3%	-7%
COc1ccc(NC(=O)CSc2nnc(C3CCCCC3)n2N)cc1	4%	16%	5%	-6%	-5%	1%
Cc1ccc(C(=O)Nc2c(C)cc(-c3ccc(Cl)cc3)oc2=O)cc1	u	34%[activator]	35%[activator]	-4%	0%	3%
O=C(NCc1ccccc1)c1cc[n+]([O-])cc1	-2%	u	29%	4%	0%	-24%
CC(C)(C)c1cc[n+](CC(=O)Nc2cc(C(F)(F)F)ccc2N2CCOCC2)cc1	-20%	u	u	0%	1%	-18%
CCn1cc(C2=NOC(C(=O)Nc3cccc(C(C)=O)c3)C2)c(C)n1 (stereo unspecified)	6.3µM*	u	24%	2%	2%	12%
Cc1nn(-c2ccc(C(=O)N3CCN(S(=O)(=O)c4ccccc4C(F)(F)F)CC3)cc2)c(C)c1Cl	0%	u	13µM*	x	1%	3%
Clc1cccc(CNCCc2c[nH]c3ccccc23)c1	-7%	5%	10%	-4%	3%	32%
COc1cc(OC)c(C(=O)NCc2ccc3c(c2)OCO3)cc1OC	-27%	13µM*	1%	-5%	2%	-15%
C/C(=N\NC(=O)c1cc(C)nc2ccccc12)c1ccc([N+](=O)[O-])cc1	-24%	-26%	u	0%	-3%	7%
O=C(CN1Cc2ccccc2C1=O)Nc1ccc2c(c1)OCCO2	-3%	6%	95%[activator]	0%	3%	1%
CCOC(=O)CNC(=O)CSc1nc2ncc(Br)cc2[nH]1	17%	-3%	31%[activator]	-1%	2%	3%
CCCCn1c(N)c(N(Cc2ccccc2OC)C(=O)c2cc(CC)c(C)s2)c(=O)[nH]c1=O	-24%	u	13µM*	x	-12%	-8%
O=C(CN1C(=O)NC2(CCCC2)C1=O)OCc1ccccc1	11%	-18%	9%	x	3%	-2%
Cc1cc(N2CCN(C(=O)Nc3ccc(F)cc3F)CC2)c2ccccc2n1	u	15µM*	10µM*	2%	-3%	0%
Cn1c(=O)oc2cc(S(=O)(=O)N3CCC(C(=O)NCC4COc5ccccc5O4)CC3)ccc21 (stereo unspecified)	8%	34%	x	6%	-1%	3%
O=C(Cn1cnc2c(oc3nc4c(cc32)CCCC4)c1=O)Nc1ccccc1	-16%	u	-20%	0%	3%	-3%
COc1ccc(-c2cc(-c3cccs3)c(C#N)c(SCC(=O)NCc3ccco3)n2)cc1	u	-15%	-19%	-8%	3%	-31%
CC1(C(=O)O)C=CCN1C(=O)c1ccccc1 (stereo unspecified)	18%	-5%	15%	3%	3%	-25%
COc1ccc(F)c(CN2CCCC(CNS(=O)(=O)c3cccc4cccnc34)C2)c1 (stereo unspecified)	u	-11%	u	-1%	0%	-15%
Cn1c(SCC(=O)c2ccc(F)cc2)ncc(C(=O)Nc2ccccc2)c1=O	u	20%	16%	x	2%	-14%
Cc1ccc(S(=O)(=O)N2CCSC2=Nc2ccccc2)cc1	x	-26%	-10%	0%	x	0%
Cc1ccc(C(=O)NNC(=O)C2CCCN(c3ncccn3)C2)cc1 (stereo unspecified)	-14%	u	-9%	2%	0%	-31%
CC(=O)c1c(C)n(-c2ccccc2)c2ccc(O)cc12	u	x	-3%	-4%	1%	-1%
Oc1cccnc1SCc1ccccc1	18%	109%[activator]	25%	x	0%	u
CCC(C)NS(=O)(=O)c1ccc(OCC(=O)NCc2cccnc2)cc1 (stereo unspecified)	4%	x	17%	0%	-3%	-18%
O=C(COC(=O)Cn1cnc2ccccc21)Nc1cccc(S(=O)(=O)N2CCOCC2)c1	10%	0%	8%	0%	0%	-3%
COc1ccc(-n2c3c(cc(C(=O)NCc4ccco4)c2=O)C(=O)CC(C)(C)C3)cc1	9%	34%[activator]	u	2%	0%	-7%
CC(C)(C)NC(=O)C(c1ccc(O)cc1)N(C(=O)CCC(=O)Nc1nccs1)c1ccc(F)cc1 (stereo unspecified)	12%	10µM*	u	4%	-8%	9%
O=C(N/N=C/c1ccc(Sc2nc3ccccc3[nH]2)o1)c1ccncc1	10%	-20%	1%	1%	-19%	1%
Cc1cc(C)n(C2CC(=O)N(c3ccccc3)C2=O)n1 (stereo unspecified)	-5%	u	3%	0%	3%	6%
CCOC(=O)C1(Cc2ccc(OC)cc2)CCN(C(=O)CN2CCN(CC)CC2)CC1	13%	u	-20%	-3%	-1%	11%
CCC(=NCc1ccco1)c1c(O)[nH]c(=O)[nH]c1=O	9%	x	13%	-3%	-14%	43%[activator]
CCOC(=O)CSc1cc(=O)n(C)c2cc(Cl)ccc12	7%	9%	3%	0%	-14%	2%
CC1Oc2ccccc2OC1(O)c1ccc2ccccc2n1 (stereo unspecified)	14%	37%[activator]	8%	1%	-8%	28%
CCN1CCN(c2cc(SC(C)C)nc(-c3ccc(OC)cc3)n2)CC1	-14%	u	u	1%	-12%	33%
CCCN(c1ccccc1F)S(=O)(=O)c1cc(-c2cc(C)no2)ccc1OC	u	15µM*	u	-2%	4%	6%
COC(=O)c1nc2n(n1)C(c1ccc(OC)c(OC)c1)C(C(=O)OC1CCCCC1)=C(C)N2 (stereo unspecified)	-6%	u	x	-5%	0%	-8%
O=C(c1ccc(Cl)cc1)N1CCCC(C(=O)N2CCCCC2)C1 (stereo unspecified)	10%	33%[activator]	7%	0%	1%	4%
Cc1ccc2oc3nc(C)c(C(=O)Nc4cccc(C(F)(F)F)c4)cc3c(=O)c2c1	u	38%[activator]	62%[activator]	-3%	2%	2%
C/C(=N/NC(=O)CN1CCN(Cc2ccccc2Cl)CC1)c1ccncc1	11%	20%	-6%	-10%	16%	-2%
O=C(O)CC/C(=N\Nc1ccc([N+](=O)[O-])cc1)c1ccccc1	15%	5%	0%	7%	8%	-19%
CC(=O)c1c(C)[nH]c(C(=O)OCC(=O)NCCc2ccc(F)cc2)c1C	u	u	u	1%	4%	0%
CCN1CCN(S(=O)(=O)c2ccc(Cl)c(C(=O)Nc3nnc(CC(C)C)s3)c2)CC1	-26%	70%[activator]	31%[activator]	1%	-1%	-30%
c1ccc2c(c1)CCN(c1nc(CN3CCOCC3)nc3sc4c(c13)CCCC4)C2	u	u	15µM*	-1%	-6%	0%
COc1cccc(C(=O)C[n+]2ccccc2/C=N/O)c1	-1%	-21%	0%	1%	0%	-1%
CCOC(=O)/C(C(=O)Nc1ccc(Br)cc1)=C1/NC(C)(C)Cc2ccccc21	-18%	u	u	2%	-2%	-1%
O=C(O)c1cc(-c2ccc(O)cc2)nc2ccccc12	x	9%	x	-1%	x	-3%

Looked up above:
O=C(CN1C(=O)NC2(CCCC2)C1=O)OCc1ccccc1 | Sm TGR inh: -2%
Cc1ccc(C(=O)NNC(=O)C2CCCN(c3ncccn3)C2)cc1 (stereo unspecified) | HCV inhibitor: -14%
Oc1cccnc1SCc1ccccc1 | Pf growth 48h: 25%
O=C(c1ccc(Cl)cc1)N1CCCC(C(=O)N2CCCCC2)C1 (stereo unspecified) | Pf growth 96h: 33%[activator]
CCc1cc(=O)oc2c3c(cc(OCC(=O)N[C@H](C(=O)O)[C@H](C)CC)c12)OC(C)(C)CC3 | LmPK inhibitor: 2%
CCCCn1c(N)c(N(Cc2ccccc2OC)C(=O)c2cc(CC)c(C)s2)c(=O)[nH]c1=O | Pf growth 48h: 13µM*

Fetched one by one from the list above (three):
SMILES	HCV inhibitor	Pf growth 96h	Pf growth 48h	LmPK inhibitor	TbPYK inhibitor	Sm TGR inh
CCOC(=O)CSc1cc(=O)n(C)c2cc(Cl)ccc12	7%	9%	3%	0%	-14%	2%
O=C(O)c1cc(-c2ccc(O)cc2)nc2ccccc12	x	9%	x	-1%	x	-3%
c1ccc2c(c1)CCN(c1nc(CN3CCOCC3)nc3sc4c(c13)CCCC4)C2	u	u	15µM*	-1%	-6%	0%
